# From PubChem BioAssay
# HMGR II inh – inhibitors of class II HMG-CoA reductase from Enterococcus faecalis | purified E. faecalis HMGR, NADPH absorbance 340 nm kinetic | inhibition, % at 10 µM | hit rate 0.41% among 190,000 | AID 1066;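 active = inhibition above a set limit, the median over all tested compounds plus 3 SD, cut at about 9.5% in these data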;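 note: enzyme runs in reverse so mevalonate oxidation gives rising NADPH absorbance; 0% = complete reaction with DMSO and 100% = background rate lacking mevalonate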
# APP 5'UTR act – APP 5'UTR luciferase reporter activation | SH-SY5Y APP 5'UTR luciferase reporter, luminescence; zero percent = DMSO vehicle wells | activation, % at 2 µM | hit rate 1% among 190,000;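 active = activation above a set limit, based on mean plus 3 SD of controls, cut at about 140% in these data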; note: values of inactives mirror those of a sister screen read the other way
# STAT3 act – STAT3 signaling activation; hit rate 0.91% among 190,000; activation (% of control), % at 5.6 µM; U3A cells, IL-6 STAT3-luciferase reporter, luminescence; 100% = signal with IL-6 EC80 alone;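 active = activation above the screen-wide mean of compound activation plus 3 SD, cut at about 130% in these data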;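 note: 0% = background luminescence of wells with medium and substrate only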
#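 Material: STAT3-luciferase reporter U3A cells. Controls: IL-6-treated wells, 100% activation. Read-out: % activation versus median of IL-6-stimulated wells. Probe or stimulus: IL-6 stimulus at 33 ng/mL final. Timing: compound 1 h, then IL-6 6 h at 37 °C. Signal: reporter luminescence signal.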
# DTT redox prof – compounds producing H2O2 with reducing agent – biochemical, NIH compound library profiling, artefact control for MLSCN library redox annotation, primary screen; hit rate 0.03% among 200,000; activation, % at 10 µM; DTT-dependent redox cycling H2O2, phenol red/HRP absorbance; 100% = 100 µM peroxide control, 0% = buffer;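 active = activation of at least 50% relative to the plate's high and low controls in the primary single-dose screen; inactive = activation below 50%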;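 note: compound incubated with DTT at 0.8 mM final as the reducing agent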
# STAT3 blocker – reduces IL-6 driven STAT3 reporter signal; U3A cells, IL-6 STAT3-luciferase reporter, luminescence; host cell line lacks STAT1; inhibition, % at 5.5 µM; hit rate 0.89% among 190,000;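 active = inhibition above the mean inhibition across all screened compounds plus 3 SD, cut at about 44% in these data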;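 note: 0% = DMSO only wells and 100% = 100 µM nifuroxazide control wells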
# STAT1 act – activators of IFN-gamma induced STAT1 signaling. NIH 3T3 STAT1-luciferase reporter, luminescence; 100% = IFN-gamma alone, no compound. activation (% of control), % at 5.5 µM. hit rate 2.6% among 200,000. AID 932;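 active = activation above the screen-wide mean activation plus 3 SD, cut at about 130% in these data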;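 note: raw ratio to IFN-gamma control signal so 100% means no change and 0% no light; values of inactives mirror those of a sister screen read the other way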
# NF-kB expr up – raises NF-kB expression in human neuronal cells; hit rate 1.6% among 190,000; fold change at 12.5 µM; NF-kB reporter expression; hits give high values; AID 1239; in the data active = fold change above about 3.3
# STAT1 inh – STAT1 signaling inhibition; AID 920; inhibition, % at 5.5 µM; hit rate 0.35% among 200,000; NIH 3T3 STAT1-luciferase reporter, IFN-gamma, luminescence;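 active = inhibition above a set limit, the mean inhibition across all tested compounds plus 3 SD, cut at about 34% in these data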;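 note: 0% = IFN-gamma with DMSO and 100% = IFN-gamma with 300 µM nifuroxazide; values of inactives mirror those of a sister screen read the other way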
# TLR4-MyD88 BLA – blocks binding of human TLR4 to MyD88. inhibition, % at 8.4 µM. hit rate 0.18% among 200,000. O00206+Q99836. HeLa CL3-4 TLR4/MyD88 BLA complementation, FRET ratio; in the data active = inhibition above about 25%;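 note: 0% = vehicle and 100% = reference inhibitor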
# Target sequence (O00206 whole entry, looked up): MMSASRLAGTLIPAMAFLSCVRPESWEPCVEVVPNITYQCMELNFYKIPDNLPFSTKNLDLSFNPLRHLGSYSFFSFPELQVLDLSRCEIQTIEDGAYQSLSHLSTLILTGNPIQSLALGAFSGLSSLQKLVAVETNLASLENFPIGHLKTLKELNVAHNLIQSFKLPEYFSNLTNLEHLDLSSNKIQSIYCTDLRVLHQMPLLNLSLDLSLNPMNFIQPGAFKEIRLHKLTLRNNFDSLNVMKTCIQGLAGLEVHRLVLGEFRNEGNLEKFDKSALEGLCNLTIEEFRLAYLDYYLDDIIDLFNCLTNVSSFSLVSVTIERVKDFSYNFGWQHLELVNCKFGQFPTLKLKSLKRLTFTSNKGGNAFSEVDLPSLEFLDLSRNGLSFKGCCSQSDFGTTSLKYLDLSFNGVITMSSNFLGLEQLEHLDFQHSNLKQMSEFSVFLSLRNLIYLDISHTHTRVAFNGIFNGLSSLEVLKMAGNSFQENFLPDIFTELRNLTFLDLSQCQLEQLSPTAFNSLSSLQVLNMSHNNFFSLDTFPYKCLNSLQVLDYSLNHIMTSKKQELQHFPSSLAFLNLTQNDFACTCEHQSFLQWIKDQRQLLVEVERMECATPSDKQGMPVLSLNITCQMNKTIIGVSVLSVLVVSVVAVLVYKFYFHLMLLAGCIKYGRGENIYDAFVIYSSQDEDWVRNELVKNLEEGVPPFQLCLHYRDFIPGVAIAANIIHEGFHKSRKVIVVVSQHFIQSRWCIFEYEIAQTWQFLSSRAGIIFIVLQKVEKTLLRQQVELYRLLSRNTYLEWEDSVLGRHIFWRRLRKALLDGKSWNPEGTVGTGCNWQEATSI
# Target sequence (Q99836 whole entry, looked up): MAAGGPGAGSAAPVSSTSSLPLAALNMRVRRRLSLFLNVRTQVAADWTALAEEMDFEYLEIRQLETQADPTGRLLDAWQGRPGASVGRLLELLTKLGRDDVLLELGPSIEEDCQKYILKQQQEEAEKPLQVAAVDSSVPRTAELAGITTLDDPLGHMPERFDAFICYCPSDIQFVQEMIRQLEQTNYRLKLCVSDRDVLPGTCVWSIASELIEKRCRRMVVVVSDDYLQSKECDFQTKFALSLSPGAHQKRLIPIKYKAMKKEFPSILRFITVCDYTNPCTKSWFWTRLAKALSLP
# Hsp70 activator – Hsp70 transcriptional activation, primary screen; activation, % at 10 µM; hit rate 0.04% among 200,000; HeLa Hsp70 promoter luciferase reporter, luminescence; scaled: vehicle 0, proteasome-inhibitor control 100%; AID 1203;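 active = activation above the mean across all tested compounds plus 3 SD, cutoff set per campaign, cut at about 5.5% in these data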;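 note: 100% = MG132 at 30 µM as the positive control and 0% = DMSO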
# * = called active by the depositor; x = no result given. No enrichment for hits, and some 5.6% of all compounds hit somewhere here.
SMILES	STAT1 inh	NF-kB expr up	DTT redox prof	HMGR II inh	STAT3 blocker	Hsp70 activator	STAT1 act	TLR4-MyD88 BLA	STAT3 act	APP 5'UTR act
COc1ccc(NC(=O)CSc2nc3ccccc3c(=O)n2CCNC(C)=O)cc1	-3.4	0.88	1.8	-6.5	3.9	0.0	103.1	3.7	98.9	-8.5
Cc1ccc(C(=O)O/N=C/c2ccc3c(c2)OCO3)cc1	7.7	1.15	0.5	-3.2	21.0	0.0	93.1	-20.8	82.3	28.6
CCOc1cc(NC(=O)c2cnccn2)c(OCC)cc1NC(=O)c1cccc(F)c1	-6.4	1.1	0.3	-1.1	-2.1	-0.2	105.9	1.5	107.1	-5.7
CCCNC(=O)NC(=O)CSc1ncc(C(F)(F)F)cc1Cl	-1.5	0.99	0.7	-7.1	22.1	-0.4	101.3	11.2	88.3	-16.6
CCOc1ccc(-n2c(C)cc(/C=N\NC(=O)CC(=O)NC3CCCCC3)c2C)cc1	-1.2	0.91	0.6	-2.4	3.8	-0.2	101.1	-0.2	99.9	-2.9
CSc1ncc(CO)n1Cc1ccccc1	2.2	1.19	-1.2	-6.7	7.3	-0.3	97.6	5.2	98.5	-0.8
COc1ccc(OC)c(S(=O)(=O)N(C(C)=O)c2ccc3oc(=O)sc3c2)c1	1.9	1.16	0.4	-8.0	4.3	-0.3	99.8	-12.6	100.6	-15.3
CCN(CC)S(=O)(=O)c1cc(C(=O)Oc2cccc(-c3cnc4ccccc4n3)c2)ccc1OC	2.5	1.13	-0.1	3.4	7.6	-0.4	97.8	-5.0	93.8	x
CCCCCSc1nc(O)cc(=O)[nH]1	8.1	1.5	0.6	-0.8	-0.6	-0.1	92.6	-6.2	103.1	22.5
O=C1CSC(c2cccs2)N1c1ccccc1 (configuration not stated)	-2.5	1.13	-0.1	0.6	-1.4	0.7	102.2	2.0	106.1	8.7
CC(C)C[C@H](NC(=O)OC(C)(C)C)C(=O)N1CCC(C(=O)N[C@@H](Cc2ccccc2)C(=O)O)CC1	-9.2	1.18	-0.7	-4.0	9.0	-0.4	108.4	2.0	98.6	-1.0
Cc1c(C)n(CCC#N)c2ccccc12	6.0	1.1	-0.6	-6.9	8.3	-0.1	94.6	-8.3	91.2	9.3
O=C(NCc1csc(-c2ccccc2)n1)c1ccco1	-30.4	1.8	2.0	-0.6	15.0	-0.2	127.9	5.4	90.4	42.5
CN(Cc1ccccc1)C(=S)NC(=O)c1ccccc1	-4.6	0.99	-2.2	-8.6	14.4	0.0	102.9	-0.6	93.2	-22.7
COC(=O)c1ccc(NC(=O)c2ccccc2N(C)S(C)(=O)=O)cc1	-2.1	1	1.2	-0.3	-1.6	-0.2	102.0	-0.1	102.9	32.0
CCCNC(=O)CSCc1nc(-c2ccc(SC)cc2)oc1C	13.0	1.12	-0.8	-6.6	16.6	-0.1	87.5	4.8	95.0	8.2
CC1CCCN(C2=C(NS(=O)(=O)c3ccc(Cl)cc3)C(=O)c3ccccc3C2=O)C1 (configuration not stated)	-0.5	1.04	-0.1	-1.5	-16.6	-0.1	100.5	-11.6	116.4	-8.0
COc1cc(OC)c(-c2nnc(-c3ccc(OC)c(OC)c3OC)o2)cc1OC	-11.9	0.36	-5.1	-2.3	-21.9	-0.2	110.9	-13.7	118.7	-9.9
CC(=O)c1cc2c(cc1NC(=O)CCNC(=O)c1ccccc1Cl)OCO2	-4.9	1.01	2.0	-1.3	10.6	-0.5	104.4	3.9	94.3	0.3
CCCCNC(=O)N1CCc2ccccc2C1	-6.9	1.53	-0.4	0.0	1.6	-0.1	106.1	-5.6	102.7	9.0
CCCNC(=O)C(C)n1c2ccccc2c2nc(=O)cc(C)n21 (configuration not stated)	4.8	1.04	-1.1	0.4	9.0	-0.1	95.7	-3.1	99.9	2.5
Cc1ccc(S(=O)(=O)N(C)C)cc1NC(=O)COC(=O)/C=C/c1ccc2c(c1)OCO2	10.9	1.05	-0.2	-3.6	1.2	-0.3	88.5	-10.6	108.9	1.7
Cc1cc(C)cc(N(C(=O)CCC(=O)Nc2cc(C)on2)C(C(=O)NC2CCCC2)c2ccco2)c1 (configuration not stated)	-0.4	0.79	-0.4	1.1	-6.7	-0.4	100.9	15.2	107.8	12.6
Cc1onc(-c2ccccc2Cl)c1C(=O)Nc1nc2ccc(S(C)(=O)=O)cc2s1	8.2	0.58	0.0	-6.0	18.6	-0.3	92.7	-1.5	86.4	-8.9
CCOC(=O)c1c(C)c(C(=O)Nc2ccc3c(c2)OCCO3)c(C)n1C	-11.0	1.04	-1.5	2.7	6.5	0.2	110.8	-10.1	99.9	-7.3
CC12CC(NC(=O)N1c1cccc(C(=O)NCc3ccc4c(c3)OCO4)c1)c1cc(Cl)ccc1O2 (configuration not stated)	0.4	0.54	0.1	-0.8	2.9	-0.6	98.1	12.8	97.5	-16.0
CN(CC(=O)Nc1ccncc1)S(=O)(=O)c1ccccc1	11.2	0.94	-0.7	-0.1	13.0	-0.3	89.7	-7.7	91.6	-2.5
O=C(CSc1ncn[nH]1)Nc1ccccc1Sc1ccccc1	8.2	1.17	-14.9	-0.9	8.7	-0.2	92.4	5.3	98.9	5.9
CCCCNC(=O)CN1C(=O)c2cccc(N)c2C1=O	-2.0	1.07	0.1	-2.4	-1.7	-0.2	100.5	38.0*	102.5	3.2
COc1ccc(C(=S)N2CCCCCC2)cc1	0.5	1.16	2.3	-8.8	2.9	-0.4	99.5	-5.0	100.5	-7.3
CN1CCN(CC(=O)N2c3ccccc3C(C)(c3ccc(Cl)cc3)CC2(C)C)CC1 (configuration not stated)	-2.5	2.42	0.0	-1.6	-1.0	-0.4	102.3	3.7	107.0	-2.8
Cc1nc(S(=O)(=O)c2ccc(Br)cc2)nc2c1CCC2	3.8	1.12	-0.2	3.0	8.0	-0.2	94.6	-0.7	98.5	-1.7
COC(=O)c1cn(NC(=O)c2ccncc2)c(=O)c2ccccc12	4.4	1.11	-3.4	-5.0	18.4	-0.2	97.1	13.5	88.3	-8.5
Clc1cccc(Cl)c1CSc1nnc2ccccn12	-8.7	1.74	0.2	-3.8	23.0	-0.3	107.9	-17.1	79.6	17.1
Cn1nnc(NCc2cc(Br)ccc2OCc2cccs2)n1	3.8	0.94	1.6	1.7	2.2	-0.3	96.5	1.4	101.8	13.1
COc1ccc(OC)c(C2SCCN2S(=O)(=O)c2cccc(C(F)(F)F)c2)c1 (configuration not stated)	6.7	0.79	1.5	-3.6	13.5	0.2	93.9	9.3	92.6	1.9
CCC(=O)NC(=S)Nc1ccc(NC(=O)c2ccc([N+](=O)[O-])cc2)cc1	-8.6	1	-0.4	-3.3	12.7	-0.2	107.7	11.7	90.1	14.2
CCOC(=O)C(O)(CC(=O)c1ccc(OC)cc1)C(F)(F)F (configuration not stated)	-6.0	1.09	-0.3	-7.5	-17.5	0.3	110.8	9.8	118.0	3.2
CCNc1nc(-c2cc3ccccc3o2)cs1	-77.2	1.19	-0.5	-2.6	2.6	0.0	176.2*	-4.1	96.0	188.0*
O=C(O)c1ccc(/C=N/NC(=O)C2CC2(c2ccccc2)c2ccccc2)cc1 (configuration not stated)	1.4	1.2	-2.0	-1.0	2.2	0.0	98.4	2.1	101.5	-1.8

# Arranged by length of the SMILES (rising): part of the list above
SMILES	STAT1 inh	NF-kB expr up	DTT redox prof	HMGR II inh	STAT3 blocker	Hsp70 activator	STAT1 act	TLR4-MyD88 BLA	STAT3 act	APP 5'UTR act
COc1ccc(C(=S)N2CCCCCC2)cc1	0.5	1.16	2.3	-8.8	2.9	-0.4	99.5	-5.0	100.5	-7.3
COc1cc(OC)c(-c2nnc(-c3ccc(OC)c(OC)c3OC)o2)cc1OC	-11.9	0.36	-5.1	-2.3	-21.9	-0.2	110.9	-13.7	118.7	-9.9
Cc1onc(-c2ccccc2Cl)c1C(=O)Nc1nc2ccc(S(C)(=O)=O)cc2s1	8.2	0.58	0.0	-6.0	18.6	-0.3	92.7	-1.5	86.4	-8.9
CCN(CC)S(=O)(=O)c1cc(C(=O)Oc2cccc(-c3cnc4ccccc4n3)c2)ccc1OC	2.5	1.13	-0.1	3.4	7.6	-0.4	97.8	-5.0	93.8	x

# (listing goes on)
SMILES	STAT1 inh	NF-kB expr up	DTT redox prof	HMGR II inh	STAT3 blocker	Hsp70 activator	STAT1 act	TLR4-MyD88 BLA	STAT3 act	APP 5'UTR act
CCC(C)[C@H](NC(=O)Nc1ccc2c(c1)OCCO2)C(=O)O (some centres not stated)	4.3	1.09	-0.8	-3.0	4.7	-0.2	96.0	-9.1	99.6	-3.5
CCN(CC)C(=O)CSc1nc(C)cc(-c2cccs2)c1C#N	-0.5	1	0.0	-0.1	6.4	-0.2	100.5	0.0	96.7	-10.2
CC(=O)c1cc(F)c(N2CCN(C(=O)COc3ccccc3F)CC2)cc1C	-0.5	1.13	0.0	-1.5	1.3	-0.5	100.5	-6.8	99.8	-2.2
COc1cccc(-n2nnc3c(=O)n(CC(=O)N4CCC(C)CC4)cnc32)c1	-5.1	1.1	0.2	-4.3	-1.9	0.1	104.7	8.8	104.8	-13.5
CCCCc1cc(=O)oc2cc(C)c(CN3CCCC3)c(O)c12	-3.0	1.15	-3.1	2.2	-7.3	0.1	102.8	-9.7	109.6	5.3
Cc1ccc(OCC(=O)Nc2ccc(N3CCN(S(C)(=O)=O)CC3)cc2)cc1C	-3.6	1.14	0.4	-8.7	-2.4	-0.2	101.6	-7.3	104.0	-1.0
CSc1nnc(C)c(=O)n1COC(=O)c1cc(Cl)ccc1[N+](=O)[O-]	-0.9	1.08	0.2	-3.2	9.6	0.0	99.6	10.3	98.4	2.2
CCCCSc1cnn(-c2ccccc2)c(=O)c1SCCCC	1.7	0.86	0.8	-3.2	8.4	0.0	100.9	13.7	95.6	7.1
COC(=O)/C=C1\C(=O)N(c2nc3ccccc3s2)C(=S)N1c1ccc(F)cc1	-4.0	1.19	0.7	1.3	-0.5	-0.1	103.7	-6.1	105.7	14.1
Cc1ccc2sc(C)[n+](CCC(C)S(=O)(=O)[O-])c2c1 (configuration not stated)	2.2	1.08	-0.3	-0.9	-0.8	-0.3	98.0	1.0	99.8	1.1
CCn1c(CNC(=O)c2cccc(C)c2)nc2ccccc21	-4.5	0.91	-1.4	2.0	11.3	-0.3	104.1	3.9	94.7	1.5
Clc1ccc(OCc2cnc(Cl)s2)cc1	-10.6	1.21	-4.4	-1.0	10.9	0.0	109.5	-3.6	97.2	6.7
O=C1CCCc2nc3c(cc21)C(O)Oc1ccccc1-3 (configuration not stated)	-7.3	x	-1.1	1.3	10.2	-0.2	104.9	-10.9	95.4	9.8
O=c1c2[nH]c3ccc(F)cc3c2ncn1CCN1CCN(Cc2ccccc2)CC1	0.0	0.88	-2.4	-4.4	6.1	-0.4	100.9	9.1	95.2	-15.7
